Bioassay records from PubChem BioAssay.
EPAC1 ag: agonists of human EPAC1. O95398. EPAC1 agonist qHTS, biochemical assay; response scale: 100% = response to 6.5 mM cAMP. Potency, µM (highest dose often 154 µM), for the others: at the highest dose activation, actives largely listed as activators. 0.073% of 360,000 active; further: potency means the concentration at half of the fitted maximal effect; nearly all actives have a fitted effect of over 60% in size
Target sequence (O95398 whole entry, looked up): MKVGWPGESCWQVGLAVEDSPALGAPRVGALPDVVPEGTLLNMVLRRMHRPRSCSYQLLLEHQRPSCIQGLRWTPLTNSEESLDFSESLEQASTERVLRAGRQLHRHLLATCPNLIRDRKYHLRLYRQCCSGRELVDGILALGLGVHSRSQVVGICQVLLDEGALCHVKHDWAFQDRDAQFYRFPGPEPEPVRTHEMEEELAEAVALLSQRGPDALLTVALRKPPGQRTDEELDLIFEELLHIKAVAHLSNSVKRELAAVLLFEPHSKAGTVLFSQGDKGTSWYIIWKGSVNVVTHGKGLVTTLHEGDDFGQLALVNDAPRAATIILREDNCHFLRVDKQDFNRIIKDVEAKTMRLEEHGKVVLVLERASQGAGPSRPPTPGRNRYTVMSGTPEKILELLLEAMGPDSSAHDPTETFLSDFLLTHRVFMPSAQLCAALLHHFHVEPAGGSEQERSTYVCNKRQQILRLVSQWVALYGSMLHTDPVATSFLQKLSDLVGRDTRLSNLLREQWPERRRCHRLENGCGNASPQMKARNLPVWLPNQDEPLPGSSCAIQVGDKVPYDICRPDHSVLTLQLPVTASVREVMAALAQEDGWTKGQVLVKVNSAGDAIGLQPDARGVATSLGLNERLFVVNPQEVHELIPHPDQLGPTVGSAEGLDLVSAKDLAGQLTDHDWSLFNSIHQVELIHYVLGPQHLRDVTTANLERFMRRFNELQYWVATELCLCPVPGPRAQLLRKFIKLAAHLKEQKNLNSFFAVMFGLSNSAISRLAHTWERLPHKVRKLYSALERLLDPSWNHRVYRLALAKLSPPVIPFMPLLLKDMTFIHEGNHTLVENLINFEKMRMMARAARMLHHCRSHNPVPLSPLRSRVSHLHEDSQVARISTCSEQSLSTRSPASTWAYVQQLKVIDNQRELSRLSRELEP
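Nucleotide exchange by EPAC1 (100 nM) on Rap1B–BODIPY-GDP (250 nM) in the presence of 50 uM GDP is tracked fluorescently at 480/540 nm over 30 min. Signals are normalized to a 6.5 mM cAMP control.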
PI5P4Ka inh: PI5P4K alpha (human) kinase inhibition; 1.2% of 330,000 active; AID 652105; max response, %; PI5P4Kalpha enzyme, ADP-Glo luminescence, 60 min; stronger effect = lower value; active means max response of -50% or lower; inconclusive means between -30% and -50%; inactive means -30% or higher; further: value at the top dose of about 77 µM; on the % scale 0 is the no-effect control and ±100 the full control effect
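Reactions run in 0.038 M HEPES pH 7.4, 0.28 mM EGTA, 0.1% CHAPS and 5% DMSO, with PI5P4Kalpha, substrate, compound and 5 microM ATP final, one hour at room temperature. Readout is ADP-Glo luminescence.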
EPAC2 agonist: EPAC2 (human) agonism; Q8WZA2; EPAC2 activation, biochemical qHTS; response scale: 100% = 6.5 mM cAMP response; Potency, µM (highest dose often 154 µM), for the others: at the top dose activation, usual class: activators; 0.079% of 360,000 active; AID 720711; further: potency means the concentration at half of the fitted maximal effect; nearly all actives have a fitted effect of over 50% in size
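In this primary screen, activation is scored as increased exchange of BODIPY-GDP from Rap1B by 100 nM EPAC2, with 50 uM GDP as competitor. Signal is normalized to the 6.5 mM cAMP agonist control.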
EPAC1 antag: EPAC1 (human) antagonism; O95398; EPAC1 GEF assay, Rap1b-BODIPY-GDP exchange fluorescence; Potency, µM (top dose mostly 115 µM), inactives show at the top dose activity change, negative = inhibition, hits mostly inhibitors; 0.14% of 360,000 active; AID 720709;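 further: potency means the concentration at half of the fitted maximal effect; plate controls were vehicle for no effect and positive control for full effect; nearly all actives have a fitted effect of over 50% in size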
CCT modulator: changes cytosolic chaperonin activity; purified chaperonin ATPase assay, HTRF ADP detection, 30 min; activity change, % (concentration not given with the values), hits read low; 0.3% of 360,000 active; AID 651819; in the data active means activity change below about -30%; further: on the % scale 0 is the no-effect control and ±100 the full control effect
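TRiC at 40 or 20 nM final (batch-dependent) in 30 mM Tris pH 7.4, 100 mM KCl, 5 mM MgCl2, 1 mM DTT, with compound at single 76 uM and 10 uM ATP, 30 min at 37 deg C. ADP detected by HTRF Transcreener, 665/615 ratio.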
WRN helicase inh: WRN helicase (human) inhibition. Q14191. WRN helicase unwinding, fluorescent forked duplex, kinetic. Potency, µM (series often up to 114 µM), for inactives: at the top dose activity change, negative = inhibition, usual class: inhibitors. 0.46% of 360,000 active. AID 651768; further: potency means the concentration at half of the fitted maximal effect; on the % scale 0 is the no-effect control and ±100 the full control effect; nearly all actives have a fitted effect of over 55% in size
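WRN at 20 nM final was preincubated with compound for 15 min at room temperature; reaction started with 100 nM forked duplex oligonucleotide carrying fluorophore and quencher plus 2 mM ATP (final). Unwinding followed kinetically by red fluorescence (ex 525/em 598 nm).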
PLK1 PBD inh: blocks phosphopeptide binding to human PLK1 polo-box domain; AID 720504; Potency, µM, for inactives: max response, negative = inhibition, hits mostly inhibitors; 2.8% of 360,000 active; Plk1 PBD binding of FITC phosphopeptide, fluorescence polarization; further: potency means the concentration at half of the fitted maximal effect; series mostly up to about 57 µM; on the % scale 0 is the no-effect control and ±100 the full control effect; nearly all actives have a fitted effect of over 65% in size
IL2 activator: IL-2 activation. IL-2 activation reporter assay, cell-based qHTS; stimulated with anti-CD3/CD4/CD28 beads; in transgenic mouse T cells. 0.065% of 360,000 active. activation, % (series mostly up to about 46 µM); in the data active means activation above about 50%; inconclusive means mostly about 30% to 49%; further: 0% is about no effect
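Readout: EGFP and DsRed signals by fluorescent plate cytometry. Unstimulated transgenic mouse T cells received compound 60 min before antibody-bead stimulation, then incubated 18 h at 37 degrees C.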
* hit, by the source's call; ? = inconclusive; . = no result given; [ ] = another dose, or the depositor's remark. Unless noted, the call rests on the fitted dose curve; in most records, active means well fitted curve in the direction sought with a large enough effect; inconclusive means small, poorly fitted or top-dose-only effect, or another doubt; inactive means no such curve, though single readings can be large; an effect the other way counts as inactive or inconclusive. Some of the compounds tested (hit frequency here may not be typical).

SMILES	EPAC1 ag	PI5P4Ka inh	EPAC2 agonist	EPAC1 antag	CCT modulator	WRN helicase inh	PLK1 PBD inh	IL2 activator
Cc1ccc(C(OC(=O)c2ccco2)C(=O)NC(C)(C)C)cc1 (centres undefined)	0%	-5	-1%	-9%	-2.0	-6%	-8%	1.0
Cc1ccc(NC2=C(Cl)C(=O)OC2OC(=O)c2ccccc2)c(C)c1 (centres undefined)	6%	1	-6%	-15%	-0.8	-10%	-7%	-1.0
Cc1cccc2[nH]c3c(N4CCC5(CC4)OCCO5)ncnc3c12	-5%	.	-3%	-7%	1.7	0%	-1%	-3.1
CCCCCC1(C(=O)OCC)CC(CSC(=N)N)OC1=O (centres undefined)	9%	-3	10%	5%	-1.2	-1%	30µM*	-4.0
COc1cc(/C=C2\C(=O)N(CCC#N)N=C2C)c(Br)cc1OC(C)C	3%	.	-3%	-5%	-1.4	-11%[11.6 µM]	1.7µM*	-2.2
COc1ccc(NC(=S)Nc2cc(C)cc(C)n2)cc1OC	-1%	-8	5%	23%	-2.5	-19%	-4%	0.8
Cc1ccc(-n2c(SCC(=O)N3CCOCC3)nnc2-c2cccnc2)cc1	2%	.	0%	-9%	-1.0	-5%	-4%	0.6
COc1ccc(CN2CCC(n3nccc3NC(=O)CCc3ccccc3)CC2)c(C)c1C	7%	8	6%	11%	-1.0	1%	-9%	-0.4
O=C(Cn1nnc2c(cnn2-c2ccccc2)c1=O)NCc1cccs1	-1%	0	-3%	14%	-1.8	8%[57.1 µM]	-4%	2.6
COC(=O)[C@@H](NC(=O)NC1CCN(Cc2ccccc2)CC1)C(C)C	9%	3	7%	-10%	0.8	0%	-11%	-0.3
N/C(=N\OC(=O)COc1ccc(Cl)cc1Cl)c1ccccn1	7%	5	6%	-13%	0.5	7%	-11%	-2.1
CSc1ccccc1NC(=O)c1csc(C)c1	17%	9	4%	14%	-1.3	-2%	-7%	-2.1
COc1ccccc1NCN1C(=O)CCC1=O	3%	-2	3%	1%	-4.0	-1%	-5%	3.0
CC(C)(O)CCc1c(-c2ccc(O)cc2O)oc2c3c(cc(O)c2c1=O)OC(C)(C)C=C3	2%	?	8%	-25%	1.1	-10%	8%	0.4
COc1ccc(NC(=O)Cn2c(CCC(=O)O)ccc2-c2ccc(C)cc2)cc1	3%	-2	3%	0%	-0.1	-6%	1%	0.4
COc1ccc(C2(CNC(=O)CCC(=O)O)CCCC2)cc1OC	4%	2	12%	2%	-2.9	-3%	-5%	-0.4
C/C=C/c1ccc(OCC(O)CN2CCCCC2CC)c(OC)c1 (centres undefined)	8%	-10	-3%	4%	0.3	-1%	-8%	-1.1
COc1ccc(/C=N/NC(=O)c2ccn[nH]2)cc1CSc1ccccn1	12%	-2	13%	?	1.0	-4%	-3%	0.3
Cc1ccc(OCC(=O)Nc2ccc3c(c2)ncn3C)cc1	-2%	-6	-9%	-26%	-1.6	2%	-15%	-3.6
COCCNC(=O)c1cc2c(c(-c3cccc(C#Cc4ccc(OC)c(OC)c4)c3)n1)[C@H](CCO)N(S(=O)C(C)(C)C)C2 (some centres undefined)	-21%	0	2%	-5%	-0.1	-4%	-11%	0.8
Cc1ccccc1NC(=O)C(Cc1ccccc1)n1cccc1 (centres undefined)	5%	0	-5%	-7%	1.3	0%	5%	3.6
Cc1[nH]c2ccc(F)cc2c1CCNC(=O)C1CCCCC1C(=O)OCC(F)(F)F (centres undefined)	-5%	-2	12%	-13%	-1.8	-3%	-5%	-3.0
CC(C)CN(C(=O)CSc1nnc(-c2ccco2)o1)c1c(N)n(Cc2ccccc2)c(=O)[nH]c1=O	-28%	-5	-7%	-3%	-2.1	6%	?	0.8
COCCNC(=O)c1ccc2c(c1)C(=O)c1ccccc1-2	-2%	5	3%	4%	-0.4	-1%	-14%	2.4
Cc1cccn2cc(CCNS(=O)(=O)c3ccc4c(c3)OCCO4)nc12	3%	2	21%	-10%	-1.8	-4%	-16%	-0.1
Next section.
SMILES	EPAC1 ag	PI5P4Ka inh	EPAC2 agonist	EPAC1 antag	CCT modulator	WRN helicase inh	PLK1 PBD inh	IL2 activator
CCOC(=O)N1CCC(NCCNC(=O)c2ccc(Cl)cc2)CC1	5%	0	14%	-15%	-0.8	-2%	?	0.7
Cc1cccc(OCC(=O)Nc2nnn(C)n2)c1C	5%	2	-5%	5%	0.2	5%	-7%	0.0
CCC1Oc2ccc(Cl)cc2N(CC(=O)O)C1=O (centres undefined)	1%	.	4%	5%	-1.6	1%	2%	-0.4
CC(C)c1nc2sc3c(SCCN(C)C)ncnc3c2c2c1CCC2	1%	7	14%	14%	0.0	7%	-7%	1.1
S=C(NCCc1ccccn1)Nc1ccccc1Cl	0%	0	15%	-7%	1.3	0%	-14%	0.3
COc1cc(C(=O)N2CCC(N3CCCCCC3)CC2)cc(OC)c1OC	-3%	3	-1%	-3%	1.9	-4%	-2%	1.1
COC(=O)CN=C1OC(=O)N2C(=O)C3=C4[C@@H](C[C@H]5C(=O)N(c6ccccc6)C(=O)[C@H]5[C@H]4[C@@]12Cc1ccccc1)[C@H]1C(=O)N(c2ccccc2)C(=O)[C@H]1[C@H]3C	1%	-13	-1%	-8%	0.5	-3%	-6%	0.5
CCOc1ccc(N(CC(=O)NCc2ccccc2C)S(C)(=O)=O)cc1	6%	-4	13%	-9%	-1.3	5%	-6%	1.9
Cc1cccc(NC(=O)CSc2ccc(C(N)=O)cc2[N+](=O)[O-])c1C	0%	1	-11%	2%	-0.2	4%	-13%	1.0
O=C1CSC(c2cccc([N+](=O)[O-])c2)N1c1ccc(O)cc1 (centres undefined)	-12%	-3	6%	-6%	-0.7	1%	-14%	-0.9
COc1ccc(N(CC(=O)O)S(=O)(=O)c2cccnc2)cc1	8%	1	10%	12%	-2.0	-6%	-6%	-0.3
COc1ccc(N2CCN(C(=O)c3ccccc3Br)CC2)c([N+](=O)[O-])c1	4%	-9	19%	?	0.3	-13%	-9%	-0.7
COC(=O)c1cc(S(=O)(=O)NCCCN2CCCC2=O)cn1C	-5%	-1	-2%	8%	-3.5	-1%	-8%	-2.8
COc1cc2nc(Nc3ccc(C)c(Cl)c3)nc(N)c2cc1OC	9%	-60*	21%	-30%	-0.1	-17%[57.1 µM]	-15%	-1.2
CCCn1nnc(NC(=S)NC(=O)c2cccs2)n1	6%	6	-16%	0%	-0.1	-18%	-8%	-0.3
CC(=O)c1ccc(N2CCN(c3ccc(S(=O)(=O)NCCCN(C)C)cc3[N+](=O)[O-])CC2)cc1	-13%	3	3%	6%	0.3	-13%	0%	-0.6
CCOC(=O)c1c(C)[nH]c(C=C2C(=O)CCCC2=O)c1O	5%	-25	-2%	13%	0.1	-17%[57.1 µM]	2%	0.5
COc1cccc(OCC(=O)NNC(=O)c2cccs2)c1	1%	1	-8%	3%	-2.1	6%	-10%	-0.1
O=C(CS(=O)(=O)c1c[nH]c2ccccc12)N1CCCc2ccccc21	-2%	13	6%	-13%	-0.7	-3%	-9%	0.4
O=C(O)CCC(=O)Nc1cccc(-c2nnc(-c3ccccc3)o2)c1	1%	-5	2%	-21%	-7.1	7%	3%	-0.2
COc1cc2c(cc1OC)C1(CCCC1)CNC2c1ccc([N+](=O)[O-])cc1 (centres undefined)	0%	5	-3%	12%	-1.5	1%	1%	-0.4
CC(=O)c1sc(-c2ccccc2)cc1NS(=O)(=O)c1ccc(C)cc1	15%	0	4%	-12%	-1.0	-18%	-1%	0.8
CC1(C(=O)Nc2cccc(NS(C)(=O)=O)c2)Cc2c(-c3ccc(C(N)=O)cc3)ccnc2O1 (centres undefined)	4%	0	2%	6%	-8.3	0%	2%	-0.2
CS(=O)(=O)N1CCC(Oc2ccccc2C(=O)N2CCN(CC3CC3)CC2)CC1	-4%	-4	-1%	8%	-3.3	5%	1%	-1.3
CC1(C)CC(=O)C2=C(C1)OC(N)=C(C#N)C2c1cccc(OC(=O)c2ccco2)c1 (centres undefined)	12%	.	15%	-4%	-3.8	-8%	-5%	0.2

A few values from the entries so far:
CCT modulator, `CC1(C)CC(=O)C2=C(C1)OC(N)=C(C#N)C2c1cccc(OC(=O)c2ccco2)c1` (centres undefined) = -3.8
PI5P4Ka inh, `COc1cccc(OCC(=O)NNC(=O)c2cccs2)c1` = 1
IL2 activator, `S=C(NCCc1ccccn1)Nc1ccccc1Cl` = 0.3

Following part
SMILES	EPAC1 ag	PI5P4Ka inh	EPAC2 agonist	EPAC1 antag	CCT modulator	WRN helicase inh	PLK1 PBD inh	IL2 activator
Cn1nc(-c2ccccc2)c(-c2nc(-c3ccc(Cl)cc3)no2)c1Cl	-7%	18	2%	-12%	-0.4	-12%[57.1 µM]	16%	-2.0
O=C(CCc1ccco1)CCc1ccco1	5%	-26	-1%	-9%	-1.1	-13%[11.6 µM]	-13%	-3.6
COc1ccc(NC(=O)CSc2nnc(-c3ccccc3)n2Cc2ccco2)c(OC)c1	4%	-6	7%	-12%	-2.1	-1%	-8%	0.2
COc1ccc(Cc2c(O)nc[nH]c2=O)cc1	12%	.	6%	-7%	-0.4	-11%	2%	-1.4
CC1=CC(=C(C#N)C#N)C=C(C)N1CCC(C)C	5%	-4	6%	-25%	-2.8	2%	-16%	-0.7
CC(C)c1ccc(N(C(=O)C(F)(F)F)C(C(=O)NC2CCCCC2)c2ccncc2)cc1 (centres undefined)	8%	.	2%	5%	-1.0	-2%	2%	0.4
COc1ccc(O)c(-c2c(-c3ccc(Cl)cc3)n[nH]c2C)c1	-1%	2	4%	-11%	1.6	6%[57.1 µM]	-5%	-3.5
O=C(COc1ccccc1)NC1C(=O)N2C(C(=O)O)=C(Cl)CSC12 (centres undefined)	2%	-2	3%	-3%	1.3	-5%	?	-1.9
CC(C)CNS(=O)(=O)c1ccc(C(=O)Nc2ccc3c(c2)OCO3)cc1	-13%	-6	-3%	-9%	1.7	4%[57.1 µM]	3%	0.3
Cc1ccc(NC(=O)Nc2cccc([N+](=O)[O-])c2)nc1	-1%	-8	6%	-21%	-2.7	-2%	-3%	0.5
O=c1c2cc(Br)ccc2nc(-c2ccc([N+](=O)[O-])cc2)n1O	-10%	-1	8%	-3%	-0.2	-8%	-5%	0.4
CCOC(=O)c1ccc(Oc2cc(C)nc(Cl)n2)cc1	-1%	1	12%	11%	-0.9	2%	1%	-0.2
CN(C)CCCn1c2c(c(SCC(=O)Nc3ccc4c(c3)OCCO4)nc1=O)CCCC2	7%	-17	8%	-10%	-0.5	9%	-11%	-1.9
Cn1c(=O)c2c(SCC(=O)NC3CCCC3)nc(CC(C)(C)C)nc2n(C)c1=O	-7%	3	-10%	11%	-1.6	4%	4%	-0.6
